Screens as filed in PubChem.
UHRF1 binding = blocks human UHRF1 binding to methylated DNA. Q96T88. UHRF1 binding to methylated oligo, TR-FRET. inhibition, % at 4.4 µM. 370,000 tested, 0.75% active. AID 687016; in the data active = inhibition above about 21%;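 also: UHRF1 SRA domain binding a hemimethylated CpG hairpin DNA probe; 0% = median of test compound wells and 100% = reference inhibitor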
PRMT1 inh = PRMT1 (human) inhibition, primary screen. Q99873. recombinant PRMT1, activity-based probe fluorescence polarization. inhibition, % at 2.79 µM. 370,000 tested, 1.3% active. AID 652257;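 active = inhibition above about 21% made by adding two undisclosed values, limit read from the data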
ABHD4 inh = inhibitors of mouse ABHD4; Q8VD66; 370,000 tested, 0.54% active; inhibition, % at 8.92 µM; purified mABHD4, FP-Rh probe fluorescence polarization;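 active = inhibition exceeding the mean over every tested compound plus 3 SD, cut at about 30% in these data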;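 also: 0% = plate median of compound wells and 100% = S159A mutant with DMSO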
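Doses – 8.92 µM, single dose · Material – wild-type mouse ABHD4 protein · Replication – single well per compound (singlicate) · Measure – percent inhibition of probe binding, normalized to plate controls · Schedule – 45 min compound pre-incubation plus 60 min probe step, 25 °C · Detection – fluorescence polarization with parallel and perpendicular emission, 525/598 nm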
TDP2 inh = TDP2 (human) inhibition, absorbance primary screen. O95551. recombinant TDP2, T5PNP hydrolysis, p-nitrophenol absorbance 415 nm. inhibition, % at 12.8 µM. 370,000 tested, 0.34% active. AID 720702;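 active = inhibition above the mean of all tested compounds plus 3 SD, set per campaign, cut at about 25% in these data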;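 also: 0% = DMSO with enzyme and 100% = buffer with substrate but no TDP2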
Target sequence (O95551 whole entry, looked up): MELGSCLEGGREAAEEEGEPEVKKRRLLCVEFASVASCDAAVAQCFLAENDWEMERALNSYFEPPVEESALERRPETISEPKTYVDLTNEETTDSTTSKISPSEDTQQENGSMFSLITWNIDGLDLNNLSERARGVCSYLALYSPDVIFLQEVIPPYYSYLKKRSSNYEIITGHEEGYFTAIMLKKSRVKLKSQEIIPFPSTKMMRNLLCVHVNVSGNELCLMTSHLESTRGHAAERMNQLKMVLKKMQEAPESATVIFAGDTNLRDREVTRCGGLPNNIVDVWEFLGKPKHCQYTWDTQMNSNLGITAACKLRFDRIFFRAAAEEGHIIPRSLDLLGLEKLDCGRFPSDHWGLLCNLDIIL
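System – recombinant human TDP2 · Quantity – TDP2 enzyme at 120 nM final · Doses – single concentration, 12.8 µM nominal, with 1% DMSO · Incubation – 2 h at 37 °C · Measured by – epi absorbance of p-nitrophenol freed from T5PNP by hydrolysis · Read-out – % inhibition relative to enzyme-containing and enzyme-free wells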
HTRA1 inhibitor = HTRA1 (human) protease inhibition. Q92743. recombinant HTRA1, FP-rhodamine activity-based probe, fluorescence polarization. inhibition, % at 5.96 µM. 340,000 tested, 0.5% active. AID 504803; in the data active = inhibition above about 36%;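 also: 0% = enzyme with DMSO and 100% = wells lacking enzyme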
LEDGF integ inh = blocks HIV-1 LEDGF/p75-dependent DNA integration. TR-FRET IN-LEDGF/p75 DNA integration, Eu/Cy5. inhibition, % at 3.7 µM. 370,000 tested, 0.64% active. AID 743269;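 active = inhibition above the screen-wide mean plus 3 SD, cut at about 13% in these data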;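 also: signal is the Cy5 over europium emission ratio at 671 and 618 nm; 0% = plate median of compound wells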
SIAE inh = blocks human sialic acid acetylesterase | Q9HAT2 | SIAE FP-Rh probe binding, fluorescence polarization | inhibition, % at 9.66 µM | 370,000 tested, 0.69% active;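 active = inhibition above a cutoff: mean of compounds within the control limits plus 3 SD of those, cut at about 17% in these data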;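 also: 0% = plate median of compound wells and 100% = probe without SIAE protein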
PG9 binder = PG9 antibody binding by small molecule; TR-FRET gp120-PG9 antibody binding; inhibition, % at 6.7 µM; 360,000 tested, 0.43% active; AID 624416; in the data active = inhibition above about 8.5%
TCR-CD3 inh = human TCR-CD3 binding inhibition; TAMRA-labeled TCR probe fluorescence, biochemical; inhibition, % at 9.4 µM; 360,000 tested, 0.37% active; in the data active = inhibition above about 19%;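 also: recombinant mutant TCR 2C K166C tagged with TAMRA read by polarization; 0% = receptor in buffer alone and 100% = receptor with positive control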
DDE Tn7 FP inh = DD(E)-Tn7 binding inhibition, primary FP screen. P02675. AID 720508. inhibition, % at 8.3 µM. 370,000 tested, 0.13% active. FP displacement of FITC-Tn7 peptide from fibrin DD(E); 0% = median of compound wells per plate;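 active = inhibition above the mean of compounds falling within the control limits plus 3 SD of them, cut at about 14% in these data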;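 also: 0% = plate median of compound wells and 100% = 10 µM Aha-Tn7 peptide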
Target sequence (P02675 whole entry, looked up): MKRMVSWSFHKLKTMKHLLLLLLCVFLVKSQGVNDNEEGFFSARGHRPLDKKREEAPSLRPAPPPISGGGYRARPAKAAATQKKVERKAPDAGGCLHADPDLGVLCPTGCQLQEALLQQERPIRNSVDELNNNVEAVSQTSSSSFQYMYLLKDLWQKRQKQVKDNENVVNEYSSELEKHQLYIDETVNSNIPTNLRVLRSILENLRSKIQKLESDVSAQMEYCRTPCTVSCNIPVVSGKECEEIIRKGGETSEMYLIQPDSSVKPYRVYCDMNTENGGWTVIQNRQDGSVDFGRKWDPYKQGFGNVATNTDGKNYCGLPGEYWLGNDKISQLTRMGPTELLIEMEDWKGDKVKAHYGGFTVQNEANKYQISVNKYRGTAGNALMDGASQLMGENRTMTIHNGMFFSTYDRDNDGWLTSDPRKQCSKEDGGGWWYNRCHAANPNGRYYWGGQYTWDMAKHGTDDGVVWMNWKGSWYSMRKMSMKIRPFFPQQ
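Test system: human clot-derived fibrin DD(E) complex / Quantity: 2 µM final DD(E) protein / Incubation: 10 min plus 3 h, room temperature / Measured by: fluorescence polarization / Benchmarks: high control of 10 µM Aha-Tn7 peptide / Replicates: singlicate testing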
* marks the source's active call; other numbers are inactive results; . = not tested or not shown. Hits appear at their usual frequency. About 4.2% of those tested had a hit in this group.

Values run as follows: UHRF1 binding	PRMT1 inh	ABHD4 inh	TDP2 inh	HTRA1 inhibitor	LEDGF integ inh	SIAE inh	PG9 binder	TCR-CD3 inh	DDE Tn7 FP inh
O=C(NC(=S)N(CCO)Cc1ccccc1)c1cc(Br)ccc1Cl
 : 0	-5	-3	-8	7	-2	-4	-1.5	2	-5
O=C(CCSCc1ccccc1Cl)NC1CCCC1
 : 24*	0	-2	1	-6	-2	4	-0.8	7	-1
CCOc1ccc(C(=O)Nc2nnc(NC(=S)Nc3ccccc3)s2)cc1
 : 0	-6	0	-19	0	9	-17	1.4	-5	-2
Cc1cc(C)cc(NC(=S)NCc2ccc(S(N)(=O)=O)cc2)c1
 : 2	4	3	0	0	2	-4	-5.2	2	-7
O=C1CCCC2=C1C(c1cn(-c3ccccc3)nc1-c1cccs1)c1c([nH]c(=O)[nH]c1=O)N2 (centres undefined)
 : -1	-4	7	-5	-30	1	-5	0.7	4	-7
Cc1cc2cc(CNC(=O)c3cccc([N+](=O)[O-])c3)ccc2n1C
 : -2	7	27	-8	0	1	5	2.8	26*	6
O=S(=O)(c1ccc(Cl)cc1)c1snnc1-c1ccccc1
 : -1	-4	-4	-1	-8	-1	0	1.2	4	0
O=C1c2cccc3cccc(c23)C(=O)N1CCN1CCN(C(=S)Nc2ccc(Cl)cc2)CC1
 : -4	-2	-7	14	-8	2	-2	1.2	2	9
O=C(CCSC1=NCCCN1)c1ccc(F)cc1
 : 4	31*	-4	-5	-5	-6	-6	0.9	6	4
COc1cc(C(=O)N(Cc2cccc(Cl)c2)C2CCS(=O)(=O)C2)cc(OC)c1OC (centres undefined)
 : -4	-1	-1	5	4	0	-5	-0.7	3	-4
COCCCN(C(=O)CCSc1ccc(F)cc1)c1c(N)n(Cc2ccccc2)c(=O)[nH]c1=O
 : -1	0	-3	-8	-5	5	-2	-1.5	10	-3
Nn1c(-c2ccco2)n[nH]c1=S
 : 1	4	-3	-2	-2	-2	-2	0.3	3	-4
COc1ccc(C)cc1NC(=O)CN1C(=O)CSc2ccc(S(=O)(=O)N3CCCC3)cc21
 : -1	1	-5	0	3	1	-3	-2.8	-1	-2
Cc1cccc2cc(CN(CC3CCCO3)C(=S)NCc3ccco3)c(=O)[nH]c12 (centres undefined)
 : 4	2	4	2	-24	-5	0	0.1	-2	11
CC(C)c1cc(O)c(-c2ccccc2)c(=O)n1-c1ccc(Cl)cc1
 : 1	2	4	-4	1	-5	-5	0.4	-1	0
Cc1ccc(OCC(=O)Nc2cc(NC(=O)COc3ccc(C)cc3)cc(C(=O)O)c2)cc1
 : 4	2	-14	-4	-13	-2	-8	-0.7	-1	8
C=C(C)CNC(=S)N=Nc1c(O)[nH]c2ccc([N+](=O)[O-])cc12
 : 9	-7	12	-6	9	6	10	-1.2	2	1
CC(=NNC(=S)N1CCCCCC1)c1ccccn1
 : -12	25*	5	9	19	-2	11	0.9	-1	-3
Cc1ccccc1NC(=O)C1CCCN(C(=O)NCc2ccccc2)C1 (centres undefined)
 : 3	-2	-1	13	4	-2	-3	-0.6	7	4
C[C@H](O)[C@@H]1C(=O)N2CCc3c([nH]c4c(-c5ccc6c(c5)OCO6)cccc34)[C@@H]2C[C@@H]1N(C)C(=O)Nc1ccccc1
 : 1	1	0	1	.	0	-1	-0.7	3	-1
CC1C(=O)N2CCCc3cc(S(=O)(=O)NCc4ccc(Cl)cc4)cc1c32 (centres undefined)
 : 5	1	4	-17	-2	1	0	-1.0	-1	1
CCN(Cc1cn2cccnc2n1)C1CCCCC1
 : 1	-1	6	2	2	0	2	0.4	4	-2
COc1ccc(NC(=O)c2cccc(OC(F)F)c2)cc1Cl
 : 0	-3	-13	-4	-17	0	-4	1.8	6	1
C=C(C)C(=O)Nc1cccc(C2=NOC3(C2)C[C@H](C(N)=O)N(C(=O)c2ccccc2C(=O)c2ccccc2)C3)c1 (some centres undefined)
 : 80*	-3	-3	-6	-7	12	-2	-0.3	-6	-9
COCCNC(=O)c1c[nH]c2ccc(S(=O)(=O)Nc3ccccc3F)cc2c1=O
 : 0	2	4	5	7	-1	-1	9.6*	2	-11
COC(=O)CNC(=O)CSc1nc(N)cc(=O)[nH]1
 : 2	4	-3	-7	1	4	0	-0.1	-7	-1
CCOC(=O)C1=C(C)OC(=Cc2ccccc2)C1=O
 : -2	-2	1	8	-6	0	4	1.6	-6	-2
O=C(O)CCCC(=O)N1N=C(c2ccccc2)CC1c1cccs1 (centres undefined)
 : -2	0	-3	-5	-4	0	-5	-1.4	-1	-1
COC(=O)[C@]12C[C@H](CC(=O)N3CCCCC3)C(=O)N(CCC3=CCCCC3)C1=C[C@H](C(C)(C)C)O[C@@H]2C
 : -2	0	0	-1	.	0	-2	1.9	-1	8
CCCCc1c(O)nc2n(c1=O)CCS2
 : 4	1	1	8	9	-2	8	-1.8	1	7
CCN(CC)c1ccc2oc(=O)c(C)nc2c1
 : -23	47*	-1	5	-1	6	-14	-7.5	-4	-3
CCN(CC)C(=O)CSc1ncnc2c1cnn2-c1ccccc1
 : -2	2	-2	5	-5	-1	4	-0.7	-2	6
Cc1cc(S(=O)(=O)Nc2cccc(O)c2)c(C)s1
 : -1	2	-2	5	-3	-1	3	0.3	5	2
O=C(Nc1ccc(F)cc1)c1ccc(CN2CCc3ccccc3C2)cc1
 : 5	2	-1	-1	-20	-2	-3	-1.7	-6	1
Cc1sc2ncnc(SCC(=O)N(C(C)C)C(C)C)c2c1C
 : -1	2	2	4	0	-4	-1	-1.4	4	-4
O=C(Nc1ccncc1)c1c(Cl)cccc1Cl
 : 0	-4	1	-9	0	1	-1	-2.5	-4	2
CCCCN(C(=O)c1cc(S(=O)(=O)N2CCCCCC2)ccc1OC)c1ccccc1
 : 3	4	4	-8	-16	-1	-4	1.0	-5	6
CCCC(C)C(=O)Nc1ccncc1 (centres undefined)
 : -1	-1	4	14	11	0	6	-0.2	2	-1
COC(=O)CC1(C(=O)OC)Oc2ccccc2C(=O)N1c1ccc(F)cc1F (centres undefined)
 : -3	-2	6	15	2	-2	3	-0.6	-1	6
NC(=O)c1oc2ccccc2c1NC(=O)c1ccc([N+](=O)[O-])o1
 : 2	5	2	2	-11	-1	1	-1.5	-3	0
COC(=O)c1sc(NC(=O)COc2ccc(C)cc2)nc1C
 : 3	-2	0	4	-11	4	-1	2.4	3	-1
CCC(C(=O)Nc1ccc(S(=O)(=O)N(C)C2CCN(C)CC2)cc1)c1ccccc1 (centres undefined)
 : 0	1	5	0	0	0	-2	-0.3	-1	-4
Clc1ccccc1COc1ccc(/C=N/n2cnnc2)cc1
 : -1	2	-2	-5	-14	2	1	-2.9	1	-2
Cc1ccc(CNC(=O)CN(C(=O)C2(C)CC(=O)N=C3C=CC=CN32)c2ccccc2F)cc1 (centres undefined)
 : -2	-1	1	3	-1	-2	11	0.8	5	4
COC(=O)c1cccnc1-n1c(=O)c2cccnc2n(Cc2cccc([N+](=O)[O-])c2)c1=O
 : 1	0	5	5	-8	-4	1	0.5	8	-5

Limited to SIAE inh and TCR-CD3 inh, for three of the compounds above:
structure	SIAE inh	TCR-CD3 inh
Cc1cc(S(=O)(=O)Nc2cccc(O)c2)c(C)s1	3	5
O=C(Nc1ccc(F)cc1)c1ccc(CN2CCc3ccccc3C2)cc1	-3	-6
Cc1sc2ncnc(SCC(=O)N(C(C)C)C(C)C)c2c1C	-1	4

Remaining list, next part.
Values run as follows: UHRF1 binding	PRMT1 inh	ABHD4 inh	TDP2 inh	HTRA1 inhibitor	LEDGF integ inh	SIAE inh	PG9 binder	TCR-CD3 inh	DDE Tn7 FP inh
O=C(Cc1cccc(C(F)(F)F)c1)Nc1ccccc1
 : 0	-1	-7	5	-2	3	-6	-0.7	1	4
O=C(COC(=O)c1ccc2c(c1)OCO2)Nc1ccccc1Cl
 : 1	0	2	10	-2	2	-2	1.1	5	3
O=C(CNC(=O)c1cc(S(=O)(=O)N2CCCCC2)ccc1N1CCOCC1)Nc1ccc(F)c(F)c1
 : 1	2	5	5	-3	-3	-1	-0.8	-3	0
COc1ccccc1N(CC(O)CN1CCCC1)S(=O)(=O)c1ccccc1 (centres undefined)
 : 0	-5	-1	-4	1	-1	-7	-0.3	6	1
O=c1cc(OCc2ccccc2)cc[nH]1
 : -2	2	1	0	4	24*	3	0.6	-9	-4
O=C(NCC1CCCO1)C1CCN(S(=O)(=O)N2CCCC2)CC1 (centres undefined)
 : 1	2	5	-6	-8	2	-4	-0.2	-13	0
COc1ccc(S(=O)(=O)NCC2CCCN(C(=O)c3cccs3)C2)cc1 (centres undefined)
 : 4	-3	2	-12	0	-3	0	-1.3	-3	-9
CN(C)c1ccc(C(=O)Nc2nnc(C3=COCCO3)o2)cc1
 : 0	4	4	-4	6	-7	-7	-3.1	-7	3
Cc1ccc(NC(=O)N(Cc2ccc3c(c2)OCO3)Cc2cc3cc4c(cc3[nH]c2=O)OCCO4)cc1
 : 3	0	-9	2	-11	2	-1	2.2	-2	3
CCN(CC)CCCN(Cc1cc2cc3c(cc2[nH]c1=O)OCO3)C(=S)NCCCOC
 : 0	-3	6	-4	-19	0	-2	-0.3	-2	2
COc1ccc(-n2c(SCC(=O)Nc3ccc(S(=O)(=O)Nc4nccs4)cc3)nnc2-c2ccccc2)cc1
 : 0	4	-21	-3	.	2	-18	.	.	-4
O=C(NCN1CCN(c2ccccn2)CC1)c1cnccn1
 : 0	-3	-1	-4	-2	3	5	-0.4	-7	2
O=C1c2ccccc2C(O)N1Cc1ccccc1Cl (centres undefined)
 : 0	-4	1	7	-1	5	2	1.3	-3	-2
CC(C)Cn1cnc2c1c(=O)n(CC(=O)O)c(=O)n2Cc1ccccc1
 : -2	1	2	11	8	0	3	-0.4	3	-5
CCN(CCCNC(=O)CCn1c(=S)[nH]c2cc3c(cc2c1=O)OCO3)c1cccc(C)c1
 : 0	4	-4	-7	1	-1	-6	10*	-7	7
COc1ccc(CN2CC(C(=O)NCCCN3CCCC(C)C3)CC2=O)cc1 (centres undefined)
 : 1	-1	-4	-7	1	-1	2	-0.6	11	3
Cc1nc2sc(C(c3ccccc3)N3CCN(CCO)CC3)c(O)n2n1 (centres undefined)
 : -1	1	-1	-10	-6	0	-1	-1.1	7	-3
CC(=O)Nc1ccc(NC(=O)C2CCCN(C(=O)c3ccc(Cl)cc3)C2)cc1 (centres undefined)
 : 3	-2	0	-24	3	8	1	1.5	-3	-1
